PABP1 MLLE inh: blocks PAM2 peptide binding to the PABP1 MLLE domain; 0.36% of 360,000 active; inhibition, % at 20 µM; GST-MLLE / FITC-PAM2 fluorescence polarization; AID 588489; P11940; in the data active = inhibition above about 35%, passing the limit was not always enough;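 note: plate controls were DMSO wells with GST-MLLE for no effect and wells lacking GST-MLLE protein for full effect; some results filed as inactive read as strong as hits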
Target sequence (P11940 whole entry, looked up, the tested form may be a part): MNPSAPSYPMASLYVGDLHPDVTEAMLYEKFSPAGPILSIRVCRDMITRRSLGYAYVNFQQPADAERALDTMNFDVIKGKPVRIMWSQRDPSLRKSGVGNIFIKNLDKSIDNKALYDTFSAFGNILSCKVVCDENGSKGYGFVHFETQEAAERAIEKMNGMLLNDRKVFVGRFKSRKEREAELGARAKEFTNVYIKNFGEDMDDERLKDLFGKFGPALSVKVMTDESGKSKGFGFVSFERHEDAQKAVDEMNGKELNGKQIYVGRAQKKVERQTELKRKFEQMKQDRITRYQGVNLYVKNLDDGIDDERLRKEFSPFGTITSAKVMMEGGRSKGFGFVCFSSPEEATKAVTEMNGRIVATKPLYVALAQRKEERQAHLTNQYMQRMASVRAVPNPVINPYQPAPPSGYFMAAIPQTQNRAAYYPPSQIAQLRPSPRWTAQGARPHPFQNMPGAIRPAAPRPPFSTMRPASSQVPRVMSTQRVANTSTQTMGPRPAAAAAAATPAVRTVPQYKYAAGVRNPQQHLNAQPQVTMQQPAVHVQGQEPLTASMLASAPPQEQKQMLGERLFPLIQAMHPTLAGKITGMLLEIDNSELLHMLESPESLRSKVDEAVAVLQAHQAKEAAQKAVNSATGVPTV
Rin1 Abl inh: blocks binding of human Rin1 to Abl | TR-FRET Rin1/Abl binding, biochemical | inhibition, % at 7.35 µM | 0.4% of 360,000 active | AID 588664; in the data active = inhibition above about 5%, passing the limit was not always enough
Rpn11 inh: Rpn11 (human) deubiquitinase inhibition. human 26S proteasome, Ub4-pepOG fluorescence polarization; 20S core pre-blocked with epoxomicin. 0.59% of 360,000 active. calls only at 20 µM;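 active = inhibition at 20 µM, scaled to each plate's controls, above about 33%, limit read from the data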
Target sequence (O00487 whole entry, looked up): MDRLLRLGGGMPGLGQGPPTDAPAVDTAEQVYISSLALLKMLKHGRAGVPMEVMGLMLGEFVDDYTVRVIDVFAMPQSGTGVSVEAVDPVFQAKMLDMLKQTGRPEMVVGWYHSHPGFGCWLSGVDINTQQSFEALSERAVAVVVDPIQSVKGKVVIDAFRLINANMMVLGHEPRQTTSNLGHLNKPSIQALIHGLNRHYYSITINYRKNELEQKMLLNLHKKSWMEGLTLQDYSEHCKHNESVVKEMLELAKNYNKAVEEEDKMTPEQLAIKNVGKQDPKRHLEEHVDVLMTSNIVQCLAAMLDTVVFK
MsrA inhibitor: inhibitors of bovine MsrA. 0.75% of 360,000 active. inhibition, % at 15.5 µM. AID 651718. purified bovine MsrA, absorbance read-out; in the data active = inhibition above about 4.5%;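 note: 0% = vehicle wells with enzyme and 100% = reference inhibitor wells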
FAS TE block: blocks the thioesterase domain of human fatty acid synthase | recombinant FAS-TE, OMFH fluorogenic substrate, fluorescence endpoint | inhibition, % at 15 µM | 0.67% of 360,000 active | AID 602261;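 active = compounds whose normalised, plate-corrected inhibition of enzyme fluorescence in the single-dose primary screen is 50% or more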;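 note: 0% = DMSO with enzyme and 100% = substrate without enzyme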
bovine MsrA act: bovine methionine sulfoxide reductase A activation; 0.3% of 360,000 active; purified bovine MsrA, absorbance read-out; AID 602163; activation, % at 10.6 µM; in the data active = activation above about 7.5%;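 note: 0% = vehicle and 100% = reference activator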
eLon inh: inhibits E. coli Lon protease. purified E. coli Lon protease, fluorescence polarization. inhibition, % at 7.94 µM. 0.42% of 360,000 active. AID 602123; in the data active = inhibition above about 13%, passing the limit was not always enough;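 note: 0% = enzyme with probe and DMSO and 100% = no enzyme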
MT1-MMP act inh: MT1-MMP (human) activation inhibition; HT1080 RFP-PRO-GFP cells, GFP/RFP ratio fluorescence, overnight; percent of plate control window, DMSO zero; GFP/RFP ratio change, % at 20 µM; 0.061% of 360,000 active;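 active = GFP/RFP ratio change of at least 30% with cell ATP level not reduced by more than half and red fluorescence within 50% of control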; note: strong numbers were not always called active
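Compound: 20 µM single dose, 1% DMSO / System: HT1080 RFP-PRO-GFP cells / Controls: DMSO and RFP-L50D-GFP cell wells / Read-out basis: GFP/RFP fluorescence ratio / Schedule: overnight compound exposure at 37 °C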
CSN inh: inhibitors of human CSN-mediated cullin deneddylation | Q92905 | Purified CSN, SCF-Nedd8-OG deneddylation, fluorescence polarization | inhibition, % at 12.5 µM | 0.38% of 360,000 active;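 active = pattern-corrected inhibition above about 35%, with an unprinted fluorescence ratio check between 0.5 and 1.5, limit read from the data, passing the limit was not always enough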;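 note: 0% = enzyme with substrate and 100% = substrate without enzyme; some results filed as inactive read as strong as hits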
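Detection – fluorescence polarization · System – HEK293T-derived human Csn5 enzyme · Controls – substrate-only high control, full reaction low control · Timing – 90 min, room temperature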
The depositor's hits bear a star; i = inactive; nt = not tested or not shown.

A first look, two compounds:
SMILES | PABP1 MLLE inh | Rin1 Abl inh | Rpn11 inh | MsrA inhibitor | FAS TE block | bovine MsrA act | eLon inh | MT1-MMP act inh | CSN inh
O=c1cc(-c2ccccc2)c2cc3c(cc2[nH]1)OCCO3 | -11 | 0 | i | 0.3 | -3 | -3 | -8 | -4 | 9
COc1ccccc1NC(=O)N1CCN(c2ccc3nnc(-c4ccc(F)cc4)n3n2)CC1 | 5 | -4 | i | -1.3 | 2 | -4 | -3 | 9 | -3

The list itself (from the top)
SMILES | PABP1 MLLE inh | Rin1 Abl inh | Rpn11 inh | MsrA inhibitor | FAS TE block | bovine MsrA act | eLon inh | MT1-MMP act inh | CSN inh
O=c1cc(-c2ccccc2)c2cc3c(cc2[nH]1)OCCO3 | -11 | 0 | i | 0.3 | -3 | -3 | -8 | -4 | 9
COc1ccccc1NC(=O)N1CCN(c2ccc3nnc(-c4ccc(F)cc4)n3n2)CC1 | 5 | -4 | i | -1.3 | 2 | -4 | -3 | 9 | -3
Cc1cccc(C)c1OCc1cn(CC(=O)c2ccc(O)cc2)nn1 | 8 | 1 | i | 1.0 | -7 | -7 | -8 | 2 | -1
Cc1cc(NC(=O)c2ccc(Cl)cc2)no1 | 11 | 0 | i | 2.2 | -8 | -2 | -6 | -2 | -6
N#Cc1ccsc1NC(=O)c1ccc2ncsc2c1 | -112 | 1 | nt | 1.4 | -9 | 0 | -175 | -24 | 59*
CC(=O)c1cc(C#N)c(N(C)Cc2ccccc2)nc1C | -9 | 3 | i | 3.6 | 13 | -5 | -7 | -1 | -19
O=[N+]([O-])c1ccc(C[n+]2cccc(O)c2)cc1 | 9 | -1 | i | -0.6 | -12 | -3 | -12 | 2 | 1
CCO[C@@H]1OC(C(N)=O)=C[C@H](C2CCCCC2)[C@H]1CCCO | -2 | -1 | i | -0.9 | -2 | -1 | 0 | 3 | -5
Cc1cc(C(=O)COC(=O)C2CCN(C(=O)c3ccc(Cl)cc3)CC2)c(C)n1CC1CCCO1 (centres undefined) | 6 | -3 | i | -1.2 | 2 | 1 | 1 | 1 | -7
CCOc1ccc(S(=O)(=O)/N=C(/c2ccccc2)N(C)C)cc1 | 0 | -1 | i | 0.2 | -1 | 0 | 4 | 0 | 6
CCOc1ccccc1N(C(=O)Nc1cccc(Cl)c1)C1=NC(C)CS1 (centres undefined) | -33 | 0 | i | -0.1 | 28 | -4 | 0 | 3 | 9
O=C(NCc1ccc2c(c1)OCO2)C1CC(c2ccc(Cl)c(Cl)c2)=NO1 (centres undefined) | -8 | -3 | i | 1.8 | 9 | -13 | 12 | 2 | 3
CC(=O)c1c(C)n([O-])c2ccc(C)cc2[n+]1=O | 3 | -3 | i | 1.1 | -7 | -12 | 1 | -3 | 3
COc1ccc(-n2nc(C(=O)NCC(=O)N3CCC(C(N)=O)CC3)c3ccccc3c2=O)cc1OC | 11 | 1 | i | 0.6 | -3 | 1 | -1 | 4 | -1
O=C(Nc1ccnc(-c2cccnc2)n1)c1ccccc1Cl | -3 | 1 | i | 0.3 | -5 | -2 | -10 | 0 | 1
CCc1ccc(NC(=O)Cn2cnc3sc(C)c(S(=O)(=O)N4CCOCC4)c3c2=O)cc1 | -8 | 0 | i | -1.5 | 8 | 5 | -3 | 0 | 1
O=C(Oc1ccc2ccccc2c1)C1CCC1 | -3 | -5 | i | -0.2 | 10 | -4 | -2 | 1 | -2
CCc1cc2c(=O)[nH]c(Cc3ccc(OC)cc3)nc2s1 | 4 | 5 | i | -1.7 | -10 | -15 | -1 | -3 | -4
COc1ccc2c(c1)Sc1ccccc1N2CCN(C)C | -8 | -1 | i | nt | -7 | -2 | -2 | -7 | 4
Cc1ccc(-n2nc(N)c3c(=O)oc(N(C)C)nc32)cc1 | 6 | 1 | i | -0.1 | -3 | -1 | 1 | 9 | 3
O=C(N/N=C/c1cccs1)C(O)c1ccccc1 (centres undefined) | -1 | 2 | i | 0.2 | -2 | -3 | 2 | 2 | 5
COc1cccc(C2C3=C(N=c4s/c(=C\c5cccc(O)c5)c(=O)n42)c2ccccc2CC3)c1OC (centres undefined) | -66 | 3 | i | 1.2 | 28 | -4 | -17 | -9 | 4
CNC(=O)C(=O)Nc1c(O)c2ccccc2[nH]c1=O | -2 | 1 | i | 0.1 | -4 | -4 | -4 | 2 | 1
CCOC(=O)c1ccc(NC(=O)Nc2ccn(C)n2)cc1 | 4 | -3 | i | nt | -8 | -10 | -3 | 21 | 5
COc1cccc(C(=O)CN2CCN(S(=O)(=O)c3ccc(Br)cc3)CC2)c1 | 26 | -3 | i | nt | -5 | -5 | -3 | -1 | -1
CC(=O)c1ccc(N2CCN(C(=O)COc3ccc(F)cc3)CC2)c(F)c1 | -1 | 2 | i | 0.6 | -4 | -2 | 3 | 4 | -3
C=CCOc1ccc(/C(O)=C2\C(=O)C(=O)N(CCCOC)C2c2ccc(O)c(OC)c2)cc1 (centres undefined) | 4 | 1 | i | 3.0 | -10 | -4 | -2 | 2 | 5
Cc1cnc(C(=O)Nc2cccc3cccnc23)cn1 | -2 | 1 | i | 0.0 | 0 | 0 | 3 | 1 | -1
COc1ccc(S(=O)(=O)Nc2nc3ccccc3nc2Nc2cccc(C(=O)O)c2)cc1 | 12 | -2 | i | 1.9 | -4 | -3 | -2 | 1 | -7
CC(NC(=O)/C=C/c1ccccc1[N+](=O)[O-])C1CC2CCC1C2 (centres undefined) | 5 | -1 | i | -0.5 | 22 | -2 | 4 | -3 | 1
CCN1C(=O)[C@H]2[C@@H](c3ccc(C)cc3)N3C(=O)N(c4ccccc4)C(=O)[C@@]3(Cc3ccccc3)[C@H]2C1=O | 9 | -4 | i | 0.4 | 2 | -2 | -8 | 0 | -3
CC1=NN(C(=S)Nc2ccccc2)C(C)(C)C1 | -11 | 2 | i | 0.1 | -5 | -6 | 3 | 2 | -2
Nc1ccc2nc(SCc3ccccc3F)sc2c1 | 26 | -2 | i | -0.7 | 9 | -1 | 20 | 0 | -3
CCN(CC)CCNC(=O)c1ccc(NC(=O)Cc2ccc(OC)c(S(=O)(=O)N3CCOCC3)c2)cc1 | -5 | 0 | i | -1.3 | -8 | 0 | 6 | 2 | 1
C=CC[C@H](CC(=O)NCCO)C(=O)N[C@H](COC(=O)[C@@H](CC=C)Cc1ccc(F)cc1)Cc1ccccc1 | 14 | 4 | i | -2.0 | 19 | -6 | 13 | -1 | 0
Cc1ccc(NC(=S)NCCc2c[nH]c3ccccc23)cc1 | -75 | 2 | i | 0.3 | 0 | 1 | -3 | 2 | -8
Cc1ccc(N2C(=O)CSC2c2ccc3c(c2)OCO3)cc1 (centres undefined) | 9 | 2 | i | 0.8 | -2 | -4 | -6 | -8 | 0
CCOCCCn1c(SCC(=O)NCc2ccco2)nc2c(sc3ccccc32)c1=O | -22 | -8 | i | 1.0 | -3 | -3 | -2 | -9 | 5
Cc1nnc2sc(SCc3ccc(Cl)cc3)nn2c1=O | -3 | -3 | i | 0.9 | 4 | 1 | -7 | 2 | -1
NC(=O)COC(=O)c1ccc(Cl)c(S(=O)(=O)N(Cc2ccccc2)c2ccc(Cl)cc2)c1 | -1 | 2 | i | -2.0 | 36 | 3 | 3 | 0 | 2
O=C(C1CC1)N1CCc2cc(Br)cc(S(=O)(=O)NCCCN3CCCCC3)c21 | -5 | -1 | i | -0.3 | -5 | -2 | -11 | 2 | -3
CCC(=O)N1N=C(c2c(O)n(C)c(=O)n(C)c2=O)CC1c1ccccc1 (centres undefined) | 10 | -4 | i | -0.8 | -6 | -3 | -8 | 4 | -2
O=C(Nc1cccc(NC(=O)c2ccc3c(c2)OCO3)c1)c1ccccc1 | -4 | 0 | i | 1.4 | 6 | -5 | -10 | 0 | -4
CCOc1ccc(CCNC(=O)COC(=O)/C=C/c2ccco2)cc1OCC | 7 | -2 | i | 0.5 | -3 | -3 | -3 | -5 | 1
O=C(COc1cc(Cl)c(Cl)cc1Cl)NC(=O)NC1CCCC1 | 14 | 1 | i | 0.3 | 35 | -1 | -1 | 0 | 3
CN(C)S(=O)(=O)c1cccc(NC(=O)COC(=O)c2cc3ccccc3oc2=O)c1 | 18 | -3 | i | 2.9 | -2 | -1 | 0 | 1 | 3
CCc1sc(C(=O)NCCCn2ccnc2)cc1Br | -7 | 3 | i | 0.4 | -3 | -2 | -14 | 8 | 3
CCOC(=O)c1c(NC(=S)Nc2cccc(C)c2)sc2c1CC(C)(C)SC2 | -27 | -1 | nt | 1.9 | 21 | -4 | -21 | -10 | -2

A different layout for some results above.
Values run as follows: PABP1 MLLE inh, Rin1 Abl inh, Rpn11 inh, MsrA inhibitor, FAS TE block, bovine MsrA act, eLon inh, MT1-MMP act inh, CSN inh
O=C(Nc1cccc(NC(=O)c2ccc3c(c2)OCO3)c1)c1ccccc1
→ -4, 0, i, 1.4, 6, -5, -10, 0, -4
CCOc1ccc(CCNC(=O)COC(=O)/C=C/c2ccco2)cc1OCC
→ 7, -2, i, 0.5, -3, -3, -3, -5, 1

Following part
SMILES | PABP1 MLLE inh | Rin1 Abl inh | Rpn11 inh | MsrA inhibitor | FAS TE block | bovine MsrA act | eLon inh | MT1-MMP act inh | CSN inh
CC(=O)N(Cc1ccc2c(c1)OCO2)C1CC(=O)N(CCc2ccccc2)C1=O (centres undefined) | 14 | 2 | i | -0.7 | -6 | 2 | 5 | 4 | 0
C(=C/c1nccc2c1[nH]c1ccccc12)/c1ccc2c(c1)OCO2 | -38 | -12 | i | 1.6 | 16 | -4 | 0 | -40 | 5
CCc1cccc(C)c1NC(=O)COC(=O)CNC(=O)c1cccs1 | 3 | 4 | i | -0.4 | -4 | -3 | -7 | 4 | -4
CN1CCN(S(=O)(=O)c2ccc(NC(=O)c3ccc(F)cc3)cc2)CC1 | 6 | -4 | i | 0.5 | 0 | 0 | 10 | 6 | -2
Cn1cccc1/C=N/NC(=O)Cn1cnc2ccccc21 | -9 | -3 | i | 2.7 | -5 | -3 | -12 | 5 | 0
COc1ccc(NC(=O)c2ccccc2NC(=O)CSc2ccccc2)cc1 | 13 | -4 | i | -0.2 | -6 | -1 | 7 | -1 | -12
COc1ccc([C@H]2CC(=O)C=C(c3cc4ccccc4s3)C2)cc1OC | 0 | -2 | i | 0.6 | 19 | -2 | -2 | 2 | 2

Part of the list above in order of length of the SMILES, largest number first.
SMILES | PABP1 MLLE inh | Rin1 Abl inh | Rpn11 inh | MsrA inhibitor | FAS TE block | bovine MsrA act | eLon inh | MT1-MMP act inh | CSN inh
CC(=O)N(Cc1ccc2c(c1)OCO2)C1CC(=O)N(CCc2ccccc2)C1=O (centres undefined) | 14 | 2 | i | -0.7 | -6 | 2 | 5 | 4 | 0
COc1ccc([C@H]2CC(=O)C=C(c3cc4ccccc4s3)C2)cc1OC | 0 | -2 | i | 0.6 | 19 | -2 | -2 | 2 | 2
Cn1cccc1/C=N/NC(=O)Cn1cnc2ccccc21 | -9 | -3 | i | 2.7 | -5 | -3 | -12 | 5 | 0

Screening data deposited in PubChem by several laboratories.
